P. falciparum M1AAP: P. falciparum M1AAP inhibitors, biochemical, fluorogenic H-Leu-NHMec substrate, 1536-well (AID 1445) | recombinant M1AAP, H-Leu-NHMec fluorogenic kinetic assay; higher % means a stronger effect | inhibition, % at 30 µM; hits with a dose series show IC50 in µM | 0.42% of 220,000 active;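 active means primary inhibition above the hit cutoff, then over 50% inhibition at one or more dose response concentrations, cut at about 23% in these data, passing the limit was not always enough; inconclusive means conflicting primary data, or primary hits not chosen for dose response; inactive means low primary inhibition, or under 50% at every dose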;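 further: plate controls were DMSO full reaction for no effect and no enzyme background for full effect; strong numbers were not always called active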
LYP inhibition: inhibitors of LYP phosphatase, biochemical, fluorescence intensity, uHTS (AID 1779); recombinant LYP phosphatase, fluorescence intensity; higher % means a stronger effect; inhibition, % at 11.5 µM; hits with a dose series show IC50 in µM; 0.054% of 290,000 active;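 further: plate controls were vehicle with enzyme for no effect and no enzyme for full effect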
AID2073: inhibitors of Mint1-CaV2.2 protein interaction, biochemical, HTRF (AID 2073) | HTRF protein-protein interaction, Mint1-CaV2.2; higher % means a stronger effect | inhibition, % at 20 µM; hits with a dose series show IC50 in µM | 0.19% of 290,000 active; in the data active means inhibition mostly above about 51%, no sharp cut-off; inconclusive means no clear call, values can overlap the other calls; inactive means mostly below about 53%; further: some results filed as inactive read as strong as hits
PMI inhibition: MPI inhibition at elevated mannose 6-phosphate – biochemical, fluorescence intensity, high mannose 6-phosphate, primary screen (AID 1220); inhibition, % at 20 µM; hits with a dose series show IC50 in µM; recombinant PMI enzyme, coupled fluorescence intensity; higher % means a stronger effect; 0.66% of 190,000 active
P. falciparum M17LAP: P. falciparum M17LAP inhibitors, primary screen, biochemical, fluorogenic H-Leu-NHMec substrate, 1536-well (AID 1619); recombinant M17LAP, H-Leu-NHMec fluorogenic kinetic assay; higher % means a stronger effect; inhibition, % at 30 µM; hits with a dose series show IC50 in µM; 0.38% of 220,000 active;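 active means compound inhibiting the enzyme by more than half at any dose during confirmatory dose-response retesting; inconclusive means strong single-dose inhibitors picked by rank but not retested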;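 further: plate controls were full reaction with DMSO carrier for no effect and no enzyme background for full effect; strong numbers were not always called active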
human PMI inhibition: MPI enzyme activity inhibition – biochemical, fluorescence intensity, coupled assay, primary screen (AID 1209); purified PMI enzyme, coupled fluorescence intensity; higher % means a stronger effect; inhibition, % at 20 µM; hits with a dose series show IC50 in µM; 0.42% of 190,000 active;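 further: plate controls were DMSO vehicle for no effect and wells lacking substrate for full effect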
Dynein transport: blocks dynein driven cargo transport along microtubules; 3617.4 mouse cells, GR-EGFP nuclear translocation imaging; test concentration mostly 20 µM; stimulated with dexamethasone, 1 µM; hits give low values; z-score, hits read low; 0.47% of 220,000 active;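 active means plate z-score of nuclear minus cytoplasmic receptor signal below a set negative limit, without overly bright fluorescence or cell loss, cut at about -3.5 in these data, passing the limit was not always enough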;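 further: z-score of nuclear minus cytoplasmic ring GR-EGFP intensity difference per well; some compounds called inactive have numbers as strong as hits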
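Buffer or medium – tet-free medium with charcoal-stripped serum · Signal – automated 10x imaging of fixed Hoechst-stained cells · Also added – dexamethasone agonist, 1.0 µM final, for 30 min · Incubation – induction 48 h, compound 1 h, agonist 30 min · Read-out – GR-EGFP nuclear translocation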
Siah-1 displacement: Siah-1 peptide-binding antagonists, primary screen, biochemical, fluorescence polarization, rhodamine-plectin, uHTS (AID 1817) | Siah-1 / rhodamine-plectin peptide fluorescence polarization; higher % means a stronger effect | displacement, % at 20 µM, or IC50 in µM where a hit was titrated | 0.02% of 290,000 active;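 active means displacement of at least 50% at 20 µM, with a fluorescence ratio check between 0.3 and a set limit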;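 further: plate controls were Siah plus tracer with DMSO for no effect and tracer alone without Siah for full effect; strong numbers were not always called active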
XIAP antagonists: small molecules displacing peptide from XIAP – biochemical, IAP family, fluorescence polarization (AID 1018); XIAP BIR domain, fluorescence polarization peptide displacement; higher % means a stronger effect; displacement, % at 20 µM, or IC50 in µM where a hit was titrated; 0.007% of 200,000 active; in the data active means displacement above about 50%; further: a part of the inactive calls stands beside numbers as strong as those of hits
Dynein transport cytoplasmic EGFP: also measured in Dynein transport; calls as there; z-score; measured here: cytoplasmic GR-EGFP intensity; hits give high values
Dynein transport nuclear GR-EGFP: also measured in Dynein transport; calls as there; z-score; measured here: nuclear GR-EGFP intensity;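 lower value marks the stronger effect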
Dynein transport cell count: further read-out of Dynein transport, marked with its call; z-score; measured here: cell count per field
* marks the source's active call; other numbers are inactive results. Unless noted, no stated cut-off is given here; in the data, active means inhibition above about 50%; inactive means the rest. This is a random part of the collection. About 2.1% of those tested had a hit in this group.

Results for C=CCOC(=O)C1=C(C)N=C2SCCC(=O)N2C1/C=C/c1ccccc1OC (stereo unspecified) ?
P. falciparum M1AAP: 5%; LYP inhibition: -1%; AID2073: 20%; PMI inhibition: -4%; P. falciparum M17LAP: 7%; human PMI inhibition: 2%; Dynein transport: -0.6; Siah-1 displacement: -2%; XIAP antagonists: -9.6%; Dynein transport cytoplasmic EGFP: -0.083; Dynein transport nuclear GR-EGFP: 0.16; Dynein transport cell count: -0.74

Results for CCOc1ccc(C2C(C(=O)c3cccs3)=C(O)C(=O)N2CCCn2ccnc2)cc1 (stereo unspecified) ?
LYP inhibition: -4%; AID2073: 25%; PMI inhibition: -4%; human PMI inhibition: -8%; Dynein transport: -0.13; Siah-1 displacement: 0%; XIAP antagonists: -5.1%; Dynein transport cytoplasmic EGFP: -0.21; Dynein transport nuclear GR-EGFP: -0.23; Dynein transport cell count: -0.32

What do the screens show for `O=C(/C=C/c1ccc2c(c1)OCO2)Nc1nc(-c2ccc(F)cc2)cs1`?
P. falciparum M1AAP: 5%; LYP inhibition: 3%; AID2073: 21%; PMI inhibition: -3%; P. falciparum M17LAP: -7%; human PMI inhibition: -8%; Dynein transport: -0.49; Siah-1 displacement: -3%; XIAP antagonists: 0.3%; Dynein transport cytoplasmic EGFP: 0.44; Dynein transport nuclear GR-EGFP: -0.0059; Dynein transport cell count: 1.4

Results for O=S(=O)(NCc1ccccc1)c1ccc(S(=O)(=O)N2CCCC2)cc1 ?
P. falciparum M1AAP: 0%; LYP inhibition: -4%; AID2073: 8%; P. falciparum M17LAP: -12%; Dynein transport: -0.14; Siah-1 displacement: 14%; XIAP antagonists: -8.5%; Dynein transport cytoplasmic EGFP: -0.26; Dynein transport nuclear GR-EGFP: -0.4; Dynein transport cell count: 0.65

What do the screens show for `O=[N+]([O-])c1cccc(S(=O)(=O)Nc2nc3ccccc3nc2Nc2cccc(S(=O)(=O)N3CCCCC3)c2)c1`?
P. falciparum M1AAP: 10%; LYP inhibition: 5%; AID2073: 25%; PMI inhibition: -4%; P. falciparum M17LAP: 3%; human PMI inhibition: 9%; Dynein transport: 0.28; Siah-1 displacement: 21%; XIAP antagonists: -0.5%; Dynein transport cytoplasmic EGFP: -0.17; Dynein transport nuclear GR-EGFP: 0.075; Dynein transport cell count: 0.62

How did COc1cc(C(=O)OCC(C)=O)cc(NC(=O)c2ccco2)c1OC do in these assays?
P. falciparum M1AAP: 1%; LYP inhibition: -2%; AID2073: 4%; PMI inhibition: 19%; P. falciparum M17LAP: -3%; human PMI inhibition: 9%; Dynein transport: 1.3; Siah-1 displacement: -3%; XIAP antagonists: -8.5%; Dynein transport cytoplasmic EGFP: -0.14; Dynein transport nuclear GR-EGFP: 0.83; Dynein transport cell count: -0.16

Results for Cn1nc(C(F)(F)F)c(C#N)c1N1CCN(c2cccc(C(F)(F)F)c2)CC1 ?
P. falciparum M1AAP: 1%; LYP inhibition: 2%; AID2073: 6%; PMI inhibition: 11%; P. falciparum M17LAP: 17%; human PMI inhibition: 12%; Dynein transport: -0.51; Siah-1 displacement: 2%; XIAP antagonists: -5.7%; Dynein transport cytoplasmic EGFP: -0.23; Dynein transport nuclear GR-EGFP: -0.41; Dynein transport cell count: 0.75

What do the screens show for `O=C(CO/N=C/c1cccc([N+](=O)[O-])c1)Nc1ccc2ccccc2c1`?
P. falciparum M1AAP: -3%; LYP inhibition: -5%; AID2073: inconclusive; PMI inhibition: 12%; P. falciparum M17LAP: -3%; human PMI inhibition: 14%; Dynein transport: 1.3; Siah-1 displacement: -1%; XIAP antagonists: -6.3%; Dynein transport cytoplasmic EGFP: -0.38; Dynein transport nuclear GR-EGFP: 1.1; Dynein transport cell count: 0.3

How did O=C(COC(=O)c1cc(F)cc(F)c1)Nc1cccnc1Cl do in these assays?
P. falciparum M1AAP: -3%; LYP inhibition: -6%; AID2073: -1%; PMI inhibition: -7%; P. falciparum M17LAP: 1%; human PMI inhibition: -14%; Dynein transport: -0.26; Siah-1 displacement: 0%; XIAP antagonists: -1.4%; Dynein transport cytoplasmic EGFP: -0.3; Dynein transport nuclear GR-EGFP: -0.011; Dynein transport cell count: 0.3

What do the screens show for `O=c1[nH]c2ccc(NS(=O)(=O)c3ccc(Cl)cc3)cc2[nH]1`?
P. falciparum M1AAP: 7%; LYP inhibition: -12%; AID2073: 13%; PMI inhibition: 39%; P. falciparum M17LAP: 1%; human PMI inhibition: 16%; Dynein transport: 0.21; Siah-1 displacement: -7%; XIAP antagonists: -6.0%; Dynein transport cytoplasmic EGFP: -0.31; Dynein transport nuclear GR-EGFP: 0.34; Dynein transport cell count: 0.62

Results for CCCCN1CNC(=S)N(Cc2ccccc2)C1 ?
P. falciparum M1AAP: -2%; LYP inhibition: 0%; AID2073: -2%; PMI inhibition: -1%; P. falciparum M17LAP: -1%; human PMI inhibition: 4%; Dynein transport: -0.05; Siah-1 displacement: 1%; XIAP antagonists: -3.2%; Dynein transport cytoplasmic EGFP: -0.069; Dynein transport nuclear GR-EGFP: -0.028; Dynein transport cell count: 0.69

Results for CCOC(=O)c1nn(-c2ccc(Cl)cc2)c2nc(-c3ccc(C)cc3)c(C#N)c(=O)n12 ?
P. falciparum M1AAP: 2%; LYP inhibition: 5%; AID2073: 15%; PMI inhibition: 12%; P. falciparum M17LAP: 1%; human PMI inhibition: 15%; Dynein transport: 0.096; Siah-1 displacement: 0%; XIAP antagonists: -13%; Dynein transport cytoplasmic EGFP: 0.54; Dynein transport nuclear GR-EGFP: 0.6; Dynein transport cell count: -2.6

Results for Cc1ccc2[nH]cc(C(=O)CN3CCOCC3)c2c1 ?
P. falciparum M1AAP: 0%; LYP inhibition: 0%; AID2073: 2%; PMI inhibition: 6%; P. falciparum M17LAP: 6%; human PMI inhibition: 5%; Dynein transport: 1.2; Siah-1 displacement: 2%; XIAP antagonists: -0.9%; Dynein transport cytoplasmic EGFP: 0.56; Dynein transport nuclear GR-EGFP: 0.76; Dynein transport cell count: -0.5

Results for CCN1CCN(c2cc3c(cc2F)c(=O)c(C(=O)O)cn3C2CC2)CC1 ?
P. falciparum M1AAP: 5%; LYP inhibition: -10%; AID2073: -2%; PMI inhibition: 14%; P. falciparum M17LAP: -15%; human PMI inhibition: 15%; Dynein transport: 0.42; Siah-1 displacement: 9%; XIAP antagonists: -9.3%; Dynein transport cytoplasmic EGFP: -0.29; Dynein transport nuclear GR-EGFP: 0.4; Dynein transport cell count: 0.63

What do the screens show for `CC(C)(C)NCc1cc(Br)ccc1OCc1cccs1`?
P. falciparum M1AAP: 8%; LYP inhibition: -11%; AID2073: 2%; PMI inhibition: 0%; P. falciparum M17LAP: -8%; human PMI inhibition: 3%; Dynein transport: -0.3; Siah-1 displacement: 4%; XIAP antagonists: -1.2%; Dynein transport cytoplasmic EGFP: -0.1; Dynein transport nuclear GR-EGFP: -0.13; Dynein transport cell count: -0.21

How did Cc1cc(NC(=O)CSc2nnc(-c3ccco3)o2)no1 do in these assays?
P. falciparum M1AAP: -3%; LYP inhibition: -2%; AID2073: 3%; PMI inhibition: 10%; P. falciparum M17LAP: 4%; human PMI inhibition: 3%; Dynein transport: 1.8; Siah-1 displacement: 4%; XIAP antagonists: -1.0%; Dynein transport cytoplasmic EGFP: -0.2; Dynein transport nuclear GR-EGFP: 0.74; Dynein transport cell count: -0.0025

How did CC(C)C(=O)c1cc2c(cc1NC(=O)Nc1cccc3ccccc13)OCCO2 do in these assays?
P. falciparum M1AAP: 4%; LYP inhibition: -1%; AID2073: 1%; PMI inhibition: 6%; P. falciparum M17LAP: 8%; human PMI inhibition: 8%; Dynein transport: 0.12; Siah-1 displacement: -4%; XIAP antagonists: -5.5%; Dynein transport cytoplasmic EGFP: -0.16; Dynein transport nuclear GR-EGFP: 0.38; Dynein transport cell count: -0.22

Results for O=C(Cn1cnc2sc(-c3ccccc3)cc2c1=O)NCCc1ccccc1 ?
P. falciparum M1AAP: 1%; LYP inhibition: 0%; AID2073: 14%; PMI inhibition: 2%; P. falciparum M17LAP: 6%; human PMI inhibition: 0%; Dynein transport: -0.72; Siah-1 displacement: -2%; XIAP antagonists: -11%; Dynein transport cytoplasmic EGFP: -0.2; Dynein transport nuclear GR-EGFP: -0.15; Dynein transport cell count: 0.57

What do the screens show for `O=S(=O)(c1cccc(NC(=S)N2CCN(c3ccc(F)cc3)CC2)c1)C(F)F`?
P. falciparum M1AAP: 0%; LYP inhibition: -5%; AID2073: -35%; PMI inhibition: 7%; P. falciparum M17LAP: 2%; human PMI inhibition: 14%; Dynein transport: 0.042; Siah-1 displacement: 0%; XIAP antagonists: -5.8%; Dynein transport cytoplasmic EGFP: -0.14; Dynein transport nuclear GR-EGFP: 0.14; Dynein transport cell count: -1.6

How did CCOc1ccc(NC(=O)CCCn2c(=S)[nH]c3ccsc3c2=O)cc1 do in these assays?
P. falciparum M1AAP: 1%; LYP inhibition: -4%; AID2073: -5%; PMI inhibition: -2%; P. falciparum M17LAP: 19%; human PMI inhibition: 1%; Dynein transport: -1; Siah-1 displacement: 12%; XIAP antagonists: -2.6%; Dynein transport cytoplasmic EGFP: -0.25; Dynein transport nuclear GR-EGFP: -0.23; Dynein transport cell count: 0.72

Results for O=C(Nc1ccccc1)N1CCc2scc[n+]2-c2ccccc21 ?
P. falciparum M1AAP: 12%; LYP inhibition: -6%; AID2073: 3%; PMI inhibition: 1%; P. falciparum M17LAP: -3%; human PMI inhibition: -2%; Dynein transport: 2.1; Siah-1 displacement: 8%; XIAP antagonists: -1.1%; Dynein transport cytoplasmic EGFP: -0.18; Dynein transport nuclear GR-EGFP: 1.4; Dynein transport cell count: -1.7

Results for C=CCn1c(SCC(=O)Nc2cccnc2Cl)nnc1-c1ccccc1F ?
P. falciparum M1AAP: 7%; LYP inhibition: -3%; AID2073: -1%; PMI inhibition: -3%; P. falciparum M17LAP: 5%; human PMI inhibition: -3%; Dynein transport: -0.72; Siah-1 displacement: 4%; XIAP antagonists: -6.6%; Dynein transport cytoplasmic EGFP: -0.29; Dynein transport nuclear GR-EGFP: -0.65; Dynein transport cell count: 0.66

High-throughput results deposited in PubChem BioAssay by several laboratories.
